Screening data from PubChem BioAssay.
aGal spleen mod: inhibitors or activators of human alpha-galactosidase in spleen homogenate. human spleen homogenate, 4MU-alpha-Gal fluorescence, 40 min. Potency, µM (highest dose often 80 µM), inactives show at the top dose activity change, negative = inhibition, actives largely listed as inhibitors. 240,000 tested, 0.008% active. AID 2107;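 note: potency is the fitted concentration of half-maximal effect; 0% = enzyme with vehicle and -100% = no enzyme basal signal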
Target sequence (P06280 32-429 limits assumed): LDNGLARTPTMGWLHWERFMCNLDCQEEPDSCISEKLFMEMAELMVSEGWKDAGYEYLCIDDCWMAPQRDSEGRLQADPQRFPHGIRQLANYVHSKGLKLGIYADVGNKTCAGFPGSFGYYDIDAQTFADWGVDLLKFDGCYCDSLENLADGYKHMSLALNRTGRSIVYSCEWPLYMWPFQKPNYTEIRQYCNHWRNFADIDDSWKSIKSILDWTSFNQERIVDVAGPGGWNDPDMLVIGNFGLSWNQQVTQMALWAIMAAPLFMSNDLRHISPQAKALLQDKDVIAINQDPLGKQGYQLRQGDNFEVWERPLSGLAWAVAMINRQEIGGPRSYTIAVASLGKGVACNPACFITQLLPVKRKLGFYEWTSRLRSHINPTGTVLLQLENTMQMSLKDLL
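Fluorogenic readout (Ex 365/Em 440 nm) of 4-methylumbelliferone released from 1 mM 4-MU-alpha-galactoside by spleen homogenate, 40 min at 37C, pH 5.0. Data normalized to no-enzyme and enzyme controls; Hill-equation AC50 from compound titrations.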
NPSR antagonist: blocks cAMP signaling of the human neuropeptide S receptor; 220,000 tested, 1% active; Q6W5P4; AID 1461; Potency, µM (titrated, usually from 38.3 µM), for the others: at the highest dose activity change, negative = inhibition, usual class: inhibitors; CHO-NPSR cells, cAMP TR-FRET, antagonist mode; note: potency is the fitted concentration of half-maximal effect; % is set by controls: 0 for no effect and ±100 for the full control effect; nearly all actives have a fitted effect of over 50% in size; many of its hits are not listed in these tables
Target sequence (Q6W5P4 whole entry, looked up): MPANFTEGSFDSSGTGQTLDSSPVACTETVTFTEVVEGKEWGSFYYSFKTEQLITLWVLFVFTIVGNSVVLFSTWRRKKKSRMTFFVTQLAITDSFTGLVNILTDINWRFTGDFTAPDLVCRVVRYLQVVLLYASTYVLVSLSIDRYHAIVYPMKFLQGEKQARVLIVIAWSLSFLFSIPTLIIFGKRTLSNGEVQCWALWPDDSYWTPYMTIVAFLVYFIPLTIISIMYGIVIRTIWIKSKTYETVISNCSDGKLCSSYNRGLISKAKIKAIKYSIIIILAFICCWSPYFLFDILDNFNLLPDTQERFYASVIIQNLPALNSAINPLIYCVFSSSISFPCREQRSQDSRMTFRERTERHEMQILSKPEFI
Epigenetic reg: derepresses silenced GFP reporter in murine cells. murine LDR cells, GFP reporter derepression, 30 h. Potency, µM (titrated, usually from 53.9 µM), for inactives: at the highest dose GFP activation, usual class: activators. 280,000 tested, 0.2% active. AID 1865; note: potency is the fitted concentration of half-maximal effect; % of control where 0% means no effect; nearly all actives have a fitted effect of over 60% in size
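Readout is the number of GFP-expressing murine LDR cells, counted by cytometry following washing. Cells were treated with compound for 30 h at 37 C; the stably integrated CMV-GFP locus is normally silent.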
IMPase Li cell: IMPase inhibition in cells with lithium potentiation | 210,000 tested, 0.35% active | CHO-M1 cells, IP1 TR-FRET (IP-One), carbachol + lithium | Potency, µM (highest dose often 59.4 µM), for inactives: at the highest dose activity, negative = IMPase inhibition, hits mostly inhibitors;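 note: IP1 builds up when IMPase is blocked and the TR-FRET signal falls; potency is the fitted concentration of half-maximal effect; plate controls were basal vehicle for no effect and high inhibitor control for full effect; nearly all actives have a fitted effect of over 50% in size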
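CHO-M1, 2000 cells/well, 16–30 h culture; cpd + low Li+, 30 min 37C; lysis with d2-IP1/Eu-anti-IP1 Ab, 10 min RT; TR-FRET 665/620 ratio and 620 channel; AC50 via Hill.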
Luc counter: Kinase-Glo luciferase inhibition (counter-screen). Potency, µM (top dose mostly 38.3 µM), for the others: at the top dose activity change, negative = inhibition, actives largely listed as inhibitors. Q27757. AID 1379. Kinase-Glo luciferase, ATP luminescence, 8 min. 200,000 tested, 0.28% active; note: potency is the fitted concentration of half-maximal effect; % is set by controls: 0 for no effect and ±100 for the full control effect; nearly all actives have a fitted effect of over 60% in size
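Luminescence was the read-out, taken after 8-minute incubation at ambient temperature. Luciferase turned over luciferin with 10 uM ATP in imidazole pH 7.2 buffer containing KCl, MgCl2, Tween 20 and BSA.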
CBFb-RUNX1 inh: blocks binding between human CBF-beta and RUNX1; Q01196+Q13951; AlphaScreen CBFb-His/RUNX1-biotin binding, biochemical; Potency, µM (titrated, usually from 59.8 µM), without a hit: at the highest dose activity, negative = inhibition, usual class: inhibitors; 230,000 tested, under 10 active; note: % of control where 0% means no effect
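Interaction loss through any mechanism counts as activity. Pre-formed complex of His-CBF-beta and biotin-RUNX1 (30 nM apiece) is incubated with compound 15 min, then with 50 ng nickel and 50 ng streptavidin beads for 90 min before AlphaScreen detection.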
LMNA splice mod: modulators of lamin A splicing | AID 1487 | HeLa LMNA splicing GFP/RFP minigene ratio, 48 h | Potency, µM (highest dose often 46.1 µM), inactives show at the top dose ratio change, negative = inhibition, usual class: inhibitors | 200,000 tested, 0.01% active; active = well fitted inhibition curve with a large enough effect in the signal ratio, with a control signal flat, not every such curve was filed as active; inconclusive = small, poorly fitted or top-dose-only effect, or effect the other way, or a change in a side signal; the % refers to the signal ratio; note: potency is the fitted concentration of half-maximal effect; % is set by controls: 0 for no effect and ±100 for the full control effect
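Read-out is the ratio of GFP to DsRed2 object intensity, acquired by 488 nm laser-scanning cytometry on HeLa lamin A-EGFP minigene reporter cells. Compound incubation 48 hrs at 37 °C in Opti-MEM with 2% FBS; DMSO 0.5% final.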
An asterisk follows results filed as active; ? = inconclusive; · = not tested or not shown; & = joins results of further samples; [ ] = remark or other dose. Unless noted, calls come from the whole dose curve; as a rule, active = well fitted curve in the direction sought with a large enough effect; inconclusive = small, poorly fitted or top-dose-only effect, or another doubt; inactive = no such curve, though single readings can be large; an effect the other way counts as inactive or inconclusive. Not all compounds are listed; rates above refer to the full screens.

SMILES,Luc counter,CBFb-RUNX1 inh,IMPase Li cell,aGal spleen mod,Epigenetic reg,NPSR antagonist,LMNA splice mod
CN(C)S(=O)(=O)c1ccc(N2CCCC2)c(C(=O)N2CCN(c3ccc([N+](=O)[O-])cc3)CC2)c1,5%,-10%,2%,5%,3.3%,-56%,-18%[46 µM]
C=CCN1C(=O)/C(=C/c2ccc(O)c(OC)c2)S/C1=N/c1nccs1,2%,2%,4%,-8%,1.9%,-5%,?
CCOC(=O)Cn1nc(C)c(NC(=O)c2ccc([N+](=O)[O-])c(C)c2)c1C,-4%,5%,5%,-2%,1.1%,11%,-7%[9.22 µM]
Cc1ccc(NC(=O)Cn2c(=O)n(Cc3ccco3)c(=N)c3c4c(sc32)COC(C)(C)C4)cc1,3%,-6%,35%[activator][38.3 µM],13%,-0.1%,6%[46.1 µM],-7%
COc1ccc(C2CC(=O)c3c(ccc4ccccc34)N2)cc1OC (centres undefined),-7%,-4%,2%[38.3 µM],-4%,0.9%,-18%[46.1 µM],-5%
COCCn1c(=O)c(-c2ccc(F)cc2)nc2cnc(OC)nc21,·,·,0%,26%,·,·,0%
COc1ccccc1CNC(=O)CCN1C(=O)COc2ccccc21,-1%,3%,1%[38.3 µM],4%,-0.9%,0%[46.1 µM],7%[0.0737 µM]
CCc1nc2ccc(C)cc2c(C(=O)NC2CCCCC2C)c1C (centres undefined),-3%,5%,1%[38.3 µM],3%,0.0%,-16%[46.1 µM],11%[0.0737 µM]
S=C(NCc1ccco1)Nc1ccc(Cl)cc1Cl,-5%,-2%,1%,6%,-1.8%,6%,?
Cc1nn(-c2ccccn2)c2c1-c1nc(N)ncc1CC2,-2%,5%,-14%[38.3 µM],-23%,6.9%,-10%[46.1 µM],11%
C=CCn1c(=O)c(C(C)=O)cn(N(C)c2ncc(C(F)(F)F)cc2Cl)c1=O,0%,?,6%,-15%,0.0%,3%,3%[46 µM]
COc1cccc(CC(NC(C)=O)C(=O)NC2CCN(c3ncccc3[N+](=O)[O-])CC2)c1 (centres undefined),-2%,-4%,5%,3%,-1.4%,2%,3%[46 µM]
COc1ccccc1C(=O)NNC(=S)Nc1ccccc1,1%,3%,5%,-4%,-2.3%,6%,-18%[46 µM]
COc1ccc(/C(N)=N/OC(=O)CCc2ccccc2)cc1,-1%,-3%,2%,1%,3.1%,-9%,·
CC(C)(C)c1cc(Br)c(O)c(N=Nc2ccc(S(=O)(=O)N3CCOCC3)cc2)c1,1%,-22%,13%,9%,0.9%,-39%,-21%[46 µM]
CC(C)(C)NC(=O)C(c1cccs1)N(C(=O)c1csnn1)c1ccccc1F (centres undefined),6%,3%,6%,-2%,-2.3%,-1%,23%[46 µM]
COc1cc2nc(C3CC3)n(NC(=O)c3ccc(Cl)cc3)c(=O)c2cc1OC,2%,4%,1%[38.3 µM],-2%,1.5%,-5%[46.1 µM],?
CCOC(=O)C1CCCN(C(=O)c2cc(S(=O)(=O)N3CCCCC3)ccc2C)C1 (centres undefined),·,5%,·,4%,0.1%,-5%,·
COc1ccc(-c2nc3c(c4c2CC(C)OC4)CN(CCC(C)C)CC3)cc1 (centres undefined),·,-1%[13.1 µM],·,-8%[17.5 µM],0.0%[10.1 µM],·,·
COc1ccc(S(=O)(=O)N2CCOCC2)cc1NC(=O)CN1CCCC1,-2%,-2%,8%,8%,-1.8%,1%,·
Cc1c(NC(NC(=O)CC(C)C)C(Cl)(Cl)Cl)c(=O)n(-c2ccccc2)n1C (centres undefined),0%,-1%,10%,0%,-0.1%,-2%,?
COc1ccc(N(CC(=O)NN=C2CCCCCCC2)S(=O)(=O)c2ccccc2)cc1Cl,-1%,-2%,28%[38.3 µM],-4%,-1.7%,-19%[46.1 µM],6%
COc1ccc(N2C3=C(C(=O)CC(C)(C)C3)C(c3cnn(C)c3)C3=C2CC(C)(C)CC3=O)cc1,·,17%,·,?,-0.3%,13%[7.67 µM],·
CCOc1ccc(CC(=O)OCN2C(=O)c3ccccc3C2=O)cc1,4%,2%,1%[38.3 µM],-1%,-0.9%,-8%[46.1 µM],0%
Cn1c(SCC(=O)c2ccc(F)cc2)nnc1-c1ccccc1N,-1%,-2%,-10%[38.3 µM],0%,-1.0%,-11%[46.1 µM],?
CC(C)(NO)/C(=N\O)c1ccccc1,1%,1%,-5%[38.3 µM],5%,0.1%,8%[46.1 µM],1%
COc1ccc(C2=CC3=C(Br)C(=O)C(C)(OC(=O)c4ccc(Cl)nc4)C(=O)C3=CO2)cc1 (centres undefined),0%,-6%&5%,8%,-4%&5%,-1.1%&8.2%,11%,·
C=CCSc1n[nH]c(-c2ccccc2)n1,-4%,2%,4%[38.3 µM],0%,-0.7%,2%[46.1 µM],8%
O=[N+]([O-])c1ccccc1NCc1c(O)ccc2ccccc12,·,-19%,·,5%,2.1%,-5%,·
Cc1c(Cl)cccc1Nc1nc(N)nc(CSCCO)n1,3%,1%,8%,-2%,5.8%,3%[46.1 µM],-11%
CCOC(=O)C1CCN(c2nc(-c3ccccc3)nc3c2oc2ccccc23)CC1,-1%,5%,37%[38.3 µM],-1%,-1.0%,13µM*,-11%
COc1cc(CNCCc2ccc(S(N)(=O)=O)cc2)ccc1OCC(=O)NC(C)(C)C,-2%,2%,10%,2%,0.0%,23%,-12%
CCCCc1nc(NCCN)c(C#N)c2c1CSC(C)(C)C2,-3%,-1%,42%[activator][38.3 µM],7%,0.7%,11%[46.1 µM],9%
Cc1ccc(C=Nc2ccccc2C#N)s1,-21%,1%,-3%,-8%,-1.8%,6%,5%
CN1Cc2c(N3CCOCC3)nc(SCCC#N)c(C#N)c2CC1(C)C,·,4%,·,1%,4.4%,2%,·
O=C(NCCO)c1ccc2[nH]c3ccccc3c2c1,1%,10%,11%[38.3 µM],-1%,2.5%,-7%[46.1 µM],-2%
CSc1cccc(NC(=O)Nc2nc3c(C)cccc3s2)c1,·,3%,·,-17%,-1.8%,14%,·
COc1ccc(-n2nc(C(C)=O)c(=O)[nH]c2=O)cc1,2%,-5%,-2%,-10%,2.7%,5%,·
O=C(c1csc2ccccc12)N1CCN(c2ccccn2)CC1,-1%,2%,4%[38.3 µM],2%,-1.8%,-5%[46.1 µM],3%
COc1cccc(-c2nccc(NCc3ccccc3OC)n2)c1,·,·,37%[activator],-2%,·,·,?

A different layout for 2 compounds above.
Each structure is followed by: Luc counter	CBFb-RUNX1 inh	IMPase Li cell	aGal spleen mod	Epigenetic reg	NPSR antagonist	LMNA splice mod
O=C(NCCO)c1ccc2[nH]c3ccccc3c2c1
→ 1%	10%	11%[38.3 µM]	-1%	2.5%	-7%[46.1 µM]	-2%
CCOC(=O)C1CCN(c2nc(-c3ccccc3)nc3c2oc2ccccc23)CC1
→ -1%	5%	37%[38.3 µM]	-1%	-1.0%	13µM*	-11%

Further structures.
SMILES,Luc counter,CBFb-RUNX1 inh,IMPase Li cell,aGal spleen mod,Epigenetic reg,NPSR antagonist,LMNA splice mod
CCCCn1c(SCC(=O)NCC2CCCO2)nc2ccc(N3CCOCC3)cc2c1=O (centres undefined),0%,7%,11%[38.3 µM],12%,0.0%,-15%[46.1 µM],9%
CCC(=O)N(CCC(Cc1ccccc1)c1ccc2c(c1)OCO2)Cc1ccccc1F (centres undefined),-3%,5%,21%[38.3 µM],4%,-1.1%,?,?
CC(=O)c1c(C)[nH]c(C(=O)NC2CCCCC2)c1C,2%,-4%,-6%[38.3 µM],1%,-0.9%,-7%[46.1 µM],10%
O=C(c1cccs1)N1CCC(Cc2ccccc2)CC1,2%,11%,6%,-4%,-2.0%,-12%[46.1 µM],-22%
COc1ccc(C)cc1NC(=O)C(=O)N/N=C(\C)CC(=O)Nc1cccnc1,-1%,-3%,1%,-1%,1.0%,8%,-1%
C#CCCCO/N=C1/C[C@@H](O)[C@@H](O)[C@@H]2[C@@H]3C(=O)N(C(C)(C)C)C(=O)[C@H]3CC[C@H]12,·,4%[13.1 µM],·,7%[17.5 µM],0.0%[10.1 µM],·,·
Cn1c(O)c(N=NC(=S)Nc2ccccc2F)c2cc(S(=O)(=O)N3CCOCC3)ccc21,2%,-26%,-3%,8%,?,-38%,·
COc1ccc(-c2nn(C)c(=O)c3ccccc23)cc1CNC(=O)C1CCCCC1,·,0%,·,-18%,0.0%,?,·
O=C(Nc1ccc2c(c1)CCC2)c1cccc(S(=O)(=O)N2CCN(c3ccccc3)CC2)c1,-1%,-9%,27%[38.3 µM],0%,-1.1%,-7%[46.1 µM],-1%
Cc1ccc(CNC(=O)COC(=O)c2ccc(Br)cc2)cc1,-2%,-1%,-2%,4%,0.0%,7%,3%
C=CCn1c(-c2sc3nc(C)cc(C)c3c2N)n[nH]c1=S,·,6%,·,1%,-1.0%,17%,·
O=C1CCCC2=C1C(c1cccs1)n1nc(SCc3ccc(C(=O)O)cc3)nc1N2 (centres undefined),·,7%,·,?,1.0%,5%,·
O=C(CSc1nnc(-c2ccncc2)n1Cc1ccco1)Nc1nc(-c2ccccc2)cs1,-3%,3%,34%[activator][38.3 µM],8%,6.4%,-13%[46.1 µM],?
CCCCOc1ccc(-n2nc(C)cc2C)nn1,-3%,3%,-12%[38.3 µM],-5%,-2.0%,1%[46.1 µM],1%
COc1cc2c(=O)n(-c3ccc(C)cc3)c(=O)n(CC(=O)c3ccc4c(c3)OCO4)c2cc1OC,-5%,9%,?,2%,2.7%,-3%[46.1 µM],7%
c1ccc(CSc2nnc(-c3sccc3-n3cccc3)o2)cc1,0%,13%,5%[38.3 µM],-1%,0.0%,-21%[46.1 µM],?
CCCCCCCC(=O)Nc1ccc(C(=O)N/N=C/c2cccc([N+](=O)[O-])c2)cc1,6%,2%,7%[38.3 µM],-4%,-1.1%,-3%[46.1 µM],10%
